Source: PubChem (The Scripps Research Institute Molecular Screening Center)
FBW7 activator = human FBW7 E3 ligase activation, primary screen | normalized activity (activation), % at 26.1 µM | AlphaScreen FBW7–phospho-cyclin E peptide binding, activator screen | 650,000 tested, 0.13% active | AID 1259310 | Q969H0; in the data active means normalized activity above about 1.9%;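 further: purified mutant Fbw7 with reduced substrate affinity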
Target sequence (Q969H0 whole entry, looked up): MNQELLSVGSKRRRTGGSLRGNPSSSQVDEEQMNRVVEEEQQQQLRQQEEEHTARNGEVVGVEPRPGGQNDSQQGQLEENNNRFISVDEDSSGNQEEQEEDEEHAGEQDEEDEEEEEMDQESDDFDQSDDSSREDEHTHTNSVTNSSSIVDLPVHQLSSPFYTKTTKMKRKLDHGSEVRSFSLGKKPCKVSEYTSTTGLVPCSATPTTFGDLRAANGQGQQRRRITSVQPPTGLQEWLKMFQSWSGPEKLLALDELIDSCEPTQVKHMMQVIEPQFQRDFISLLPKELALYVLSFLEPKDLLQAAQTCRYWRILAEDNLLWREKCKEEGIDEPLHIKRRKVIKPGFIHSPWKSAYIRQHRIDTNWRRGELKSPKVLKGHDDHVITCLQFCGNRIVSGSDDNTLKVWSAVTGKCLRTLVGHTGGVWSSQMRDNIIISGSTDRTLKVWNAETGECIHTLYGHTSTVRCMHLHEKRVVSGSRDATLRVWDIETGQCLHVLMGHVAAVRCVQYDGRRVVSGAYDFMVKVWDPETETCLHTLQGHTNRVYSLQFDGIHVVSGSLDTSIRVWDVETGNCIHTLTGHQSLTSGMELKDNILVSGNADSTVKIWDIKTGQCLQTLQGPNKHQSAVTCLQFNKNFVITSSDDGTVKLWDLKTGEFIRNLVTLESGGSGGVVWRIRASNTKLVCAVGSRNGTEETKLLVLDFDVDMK
GPR151 ag = activates the human receptor GPR151 | activation, % at 11.2 µM | AID 1508602 | 650,000 tested, 1% active | PathHunter beta-arrestin GPR151 cells, luminescence | Q8TDV0; in the data active means activation above about 4.9%;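 further: 0% = median of compound wells and 100% = cells with positive control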
TEAD-YAP block = TEAD-YAP interaction inhibition; 640,000 tested, 1.4% active; inhibition, % at 9.12 µM; HEK-TIYL cells, TEAD-Gal4/YAP UAS-luciferase luminescence; in the data active means inhibition above about 32%;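 further: 0% = median of test compound wells and 100% = reference inhibitor wells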
MITF primary = human MITF inhibition, primary screen | O75030 | AlphaScreen MITF homodimerization, bead proximity signal | inhibition, % at 2.6 µM | 650,000 tested, 0.91% active | AID 1259374; in the data active means inhibition above about 50%;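 further: 0% = vehicle wells with protein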
Starred values were filed as active, the others as inactive. An unsorted share of the library (roughly 3.4% active in at least one column).

COc1ccc(CCNc2nc(-c3ccc(OC)cc3)nc3c2ncn3C2CCCCC2)cc1 was read as FBW7 activator 0.3, GPR151 ag -0.5, TEAD-YAP block 9.0 and MITF primary 9.0.
Screening CCOC(=O)c1ccc(NC(=O)CC2C(=O)N(CC)C(=S)N2CCc2ccc(OC)cc2)cc1 (stereo not drawn) returned FBW7 activator 1.6, GPR151 ag -0.8, TEAD-YAP block 11.0 and MITF primary 13.6.
For Cc1cc(Cl)c(S(=O)(=O)N2CCCC2)cc1OCC(N)=O the results were FBW7 activator 0.3, GPR151 ag 0.5, TEAD-YAP block 9.2 and MITF primary 10.9.
`O=c1c2c3c(sc2nc(Cc2ccccc2)n1Cc1cccc([N+](=O)[O-])c1)CCCC3` gave FBW7 activator 0.0, GPR151 ag -0.6, TEAD-YAP block 0.5 and MITF primary -2.7.
Screening Cc1cc(NC(=O)COc2nnc(-c3ccccc3)c3ccccc23)no1 returned FBW7 activator -0.1, GPR151 ag 0.7, TEAD-YAP block -2.8 and MITF primary -5.6.
`O=C(Nc1ccccc1)c1cc2cc(Br)cc(Br)c2oc1=O` gave FBW7 activator -0.1, GPR151 ag -0.9, TEAD-YAP block 13.6 and MITF primary 3.8.
CC(=O)c1cccc(NC(=O)COc2cccc(C)c2)c1 was read as FBW7 activator -0.1, GPR151 ag 0.3, TEAD-YAP block -0.5 and MITF primary 10.6.
For Cc1ccc(NC(=O)Cn2c(-n3nc(C)cc3C)nc(C)cc2=O)cc1 the results were FBW7 activator 0.8, GPR151 ag -1.2, TEAD-YAP block 42.6* and MITF primary 3.8.
Cn1c(-c2ccccc2)nc2cc(N)ccc21 was read as FBW7 activator -0.5, GPR151 ag -1.2, TEAD-YAP block -18.5 and MITF primary -1.9.
COc1ccc(-c2nc3ccc(C(=O)Nc4ccc(NC(C)=O)cc4)cc3s2)cn1 was read as FBW7 activator 0.1, GPR151 ag 1.8, TEAD-YAP block 1.5 and MITF primary 0.9.
`CSCCC(NC(=O)/C(=C/c1ccc(F)cc1)NC(=O)c1ccccc1)C(=O)O` (stereo not drawn) gave FBW7 activator -0.4, GPR151 ag 2.6, TEAD-YAP block 0.9 and MITF primary 7.5.
`CC(C)Nc1nc2n(c(=O)n1)CCN2C(C)C` gave FBW7 activator 0.0, GPR151 ag 0.1, TEAD-YAP block -1.3 and MITF primary 9.3.
CC1C=CCC2C(=O)N(c3ccc(OCc4ccccc4)cc3)C(=O)C12 (stereo not drawn) was read as FBW7 activator 0.0, GPR151 ag -0.9, TEAD-YAP block -16.9 and MITF primary 3.5.
`C=CCN=C1NN=C(c2ccc(NC(=O)CCCCC)cc2)CS1` gave FBW7 activator 0.4, GPR151 ag -0.7, TEAD-YAP block -36.2 and MITF primary 10.8.
For c1ccc(CNc2cc(NCc3cccnc3)ncn2)cc1 the results were FBW7 activator -0.1, GPR151 ag 2.3, TEAD-YAP block 0.2 and MITF primary -1.7.
CCOC(=O)c1ccc2c(c1)N(Cc1ccc(C)cc1)C(=O)c1ccccc1S2 was read as FBW7 activator 0.0, GPR151 ag -0.9, TEAD-YAP block -10.7 and MITF primary -5.0.
`Cc1ccc(CNS(=O)(=O)c2cc3c4c(c2)CCC(=O)N4CCC3)cc1` gave FBW7 activator -0.1, GPR151 ag -0.2, TEAD-YAP block -2.6 and MITF primary 17.7.
`COc1ccc(CN2CCNC(=O)C2CC(=O)NCCCn2cccn2)cc1C` (stereo not drawn) gave FBW7 activator -0.1, GPR151 ag -1.2, TEAD-YAP block -5.5 and MITF primary 1.2.
CCOc1ccccc1C(=O)N/N=C/c1cc(Cl)ccc1O was read as FBW7 activator -0.1, GPR151 ag 1.8, TEAD-YAP block 15.0 and MITF primary 9.3.
CCCn1c(Cc2ccccc2)nnc1SCC(=O)NCc1ccccc1 was read as FBW7 activator 0.1, GPR151 ag -0.4, TEAD-YAP block 12.1 and MITF primary 12.4.

Random excerpt: 2 records from the list
`Cc1ccc(CNS(=O)(=O)c2cc3c4c(c2)CCC(=O)N4CCC3)cc1` gave FBW7 activator -0.1, GPR151 ag -0.2, TEAD-YAP block -2.6 and MITF primary 17.7.
CCOc1ccccc1C(=O)N/N=C/c1cc(Cl)ccc1O was read as FBW7 activator -0.1, GPR151 ag 1.8, TEAD-YAP block 15.0 and MITF primary 9.3.

The list continues.
`COc1ccc2c(c1)O[C@@H](c1cccc(C(F)(F)F)c1)C(OC(=O)Nc1cc(OC)c(OC)c(OC)c1)C2=O` (stereo partly drawn) gave FBW7 activator 0.2, GPR151 ag -1.4 and MITF primary -10.1.
`COc1ccc(Cl)cc1N1C(=O)CN(Cc2cc(OC)c(OC)c(OC)c2)C1=S` gave FBW7 activator 0.1, GPR151 ag 0.0, TEAD-YAP block 9.7 and MITF primary 2.6.
For Cc1ccc2ccc(C(Nc3ccccn3)c3ccccc3[N+](=O)[O-])c(O)c2n1 (stereo not drawn) the results were FBW7 activator -0.1, GPR151 ag 0.8, TEAD-YAP block 17.4 and MITF primary 31.6.
`COc1ccc(OC)c(CNC(=O)c2cc3c(=O)[nH]c4ccccc4c3n2C)c1` gave FBW7 activator -0.1, GPR151 ag 0.6, TEAD-YAP block -3.7 and MITF primary -8.8.
Screening Cc1ccc(NS(=O)(=O)c2ccc(NC(=O)CCC(=O)O)cc2)c(C)c1 returned FBW7 activator -0.1, GPR151 ag 1.2, TEAD-YAP block -7.0 and MITF primary 5.8.
CC(=O)C1=C(O)C(=O)N(Cc2cccnc2)C1c1ccc2c(c1)OCO2 (stereo not drawn) was read as FBW7 activator 0.0, GPR151 ag 0.4, TEAD-YAP block -0.5 and MITF primary 3.2.
C=CCOC(=O)C1=C(C)Nc2ncnn2C1c1ccc([N+](=O)[O-])cc1 (stereo not drawn) was read as FBW7 activator 0.0, GPR151 ag -0.5, TEAD-YAP block -1.5 and MITF primary -3.3.
`O=C(c1ccc(CS(=O)(=O)Cc2ccccc2F)o1)N1CCOCC1` gave FBW7 activator -0.1, GPR151 ag -0.1, TEAD-YAP block -2.4 and MITF primary -6.4.
O=C(C1CC1)N1CCN(C(c2ccccc2)c2ccccc2)CC1 was read as FBW7 activator -0.2, GPR151 ag -0.7, TEAD-YAP block 2.0 and MITF primary 5.2.
Screening COc1ccccc1Nc1nnc(SC)s1 returned FBW7 activator -0.1, GPR151 ag 0.8, TEAD-YAP block -25.1 and MITF primary -1.1.

An excerpt from above in order of molecular weight, falling:
COc1ccc(-c2nc3ccc(C(=O)Nc4ccc(NC(C)=O)cc4)cc3s2)cn1 was read as FBW7 activator 0.1, GPR151 ag 1.8, TEAD-YAP block 1.5 and MITF primary 0.9.
CCCn1c(Cc2ccccc2)nnc1SCC(=O)NCc1ccccc1 was read as FBW7 activator 0.1, GPR151 ag -0.4, TEAD-YAP block 12.1 and MITF primary 12.4.
CC(=O)c1cccc(NC(=O)COc2cccc(C)c2)c1 was read as FBW7 activator -0.1, GPR151 ag 0.3, TEAD-YAP block -0.5 and MITF primary 10.6.

(further entries)
`CCC(C)NC(=O)c1cc(-c2cccc(OC)c2)on1` (stereo not drawn) gave FBW7 activator 0.0, GPR151 ag -0.2, TEAD-YAP block -44.1 and MITF primary 0.6.
Screening CCOC(=O)N1CCN(C(=O)CN(c2cccc(C(F)(F)F)c2)S(=O)(=O)c2ccccc2)CC1 returned FBW7 activator 0.3, GPR151 ag -1.2, TEAD-YAP block 7.5 and MITF primary 3.7.
Screening Cc1cc(C)c(S(=O)(=O)Nc2ccc(S(=O)(=O)Nc3ncccn3)cc2)c(C)c1 returned FBW7 activator 0.0, GPR151 ag 0.0, TEAD-YAP block 14.5 and MITF primary -0.1.
For Cc1ccc(-c2nc3nc(C)cc(=O)n3[nH]2)cc1 the results were FBW7 activator 0.5, GPR151 ag 1.2, TEAD-YAP block -13.8 and MITF primary 8.8.
Screening Cn1c(=O)c2c(nc(SCCO)n2Cc2cccc3ccccc23)n(C)c1=O returned FBW7 activator 0.1, GPR151 ag -0.3, TEAD-YAP block -4.7 and MITF primary 7.5.
`NS(=O)(=O)c1cccc2cc(C(=O)O)c(O)cc12` gave FBW7 activator 0.1, GPR151 ag 1.4, TEAD-YAP block -2.1 and MITF primary -14.0.
O=c1/c(=C/c2ccco2)sc2nncn12 was read as FBW7 activator -0.1, GPR151 ag -0.1, TEAD-YAP block 3.2 and MITF primary 10.9.
`O=C1NC2(CCN(CC(=O)N3CCCC3)CC2)Nc2ccccc21` gave FBW7 activator -0.1, GPR151 ag 0.8, TEAD-YAP block 4.7 and MITF primary 7.6.
`CC(=O)OC1=NN=C(OC(C)=O)C12CC=C(C)CC2c1ccc(Br)cc1` (stereo not drawn) gave FBW7 activator 0.0, GPR151 ag 0.2, TEAD-YAP block 7.1 and MITF primary 7.8.
`CCOc1ccc(NC(=O)CC2C(=O)N(c3ccc(F)cc3)C(=O)N2CCOC)cc1` (stereo not drawn) gave FBW7 activator 0.2, GPR151 ag -0.5, TEAD-YAP block 8.6 and MITF primary 3.2.
For Cc1cc(=O)nc2c3ccccc3n(C(C)C(=O)N3CCCC3)n12 (stereo not drawn) the results were FBW7 activator 0.0, GPR151 ag 3.1, TEAD-YAP block 3.6 and MITF primary 4.6.
COc1cc(/C=N/Nc2nncc3ccccc23)cc(OC)c1O was read as FBW7 activator 0.1, GPR151 ag -0.7, TEAD-YAP block -62.2 and MITF primary 3.2.
Screening C=CCN(CC=C)C(=O)CN1C(=O)NC(C)(c2ccc(C#N)cc2)C1=O (stereo not drawn) returned FBW7 activator 0.5, GPR151 ag -2.8, TEAD-YAP block 10.1 and MITF primary 3.1.
Cc1cc(C)cc(NS(=O)(=O)c2cc(Cl)ccc2Cl)c1 was read as FBW7 activator 0.1, GPR151 ag 3.0, TEAD-YAP block 1.9 and MITF primary 11.7.
For COc1cc([N+](=O)[O-])cc2sc(NC(=O)c3ccccc3Oc3ccccc3)nc12 the results were FBW7 activator 0.1, GPR151 ag -0.5, TEAD-YAP block 7.1 and MITF primary 3.6.
COCC(=O)Nc1ccc(S(=O)(=O)N2CCCCC2)cc1 was read as FBW7 activator 0.0, GPR151 ag 3.3, TEAD-YAP block 0.8 and MITF primary 7.0.
CCc1nn(C)c(=O)c2cc3ccsc3n12 was read as FBW7 activator 0.3, GPR151 ag 1.4, TEAD-YAP block -11.4 and MITF primary 5.7.
Cn1ccnc1Sc1ccc(/C=N/NC(=O)c2ccccc2[N+](=O)[O-])cc1[N+](=O)[O-] was read as FBW7 activator 0.0, GPR151 ag 0.2, TEAD-YAP block 4.4 and MITF primary 4.7.
`CC(=O)NCCNC(=O)c1cc(C(F)(F)F)cc(C(F)(F)F)c1` gave FBW7 activator -0.1, GPR151 ag -0.8, TEAD-YAP block -1.6 and MITF primary -4.8.
Screening CCOC(=O)c1sc(NC(=O)C(F)(F)F)c(C#N)c1C returned FBW7 activator -0.1, GPR151 ag -0.3, TEAD-YAP block -8.4 and MITF primary -2.0.
Screening Cn1c(=O)c2c(nc(SCC(=O)NC3CCCC3)n2Cc2ccc(F)cc2)n(C)c1=O returned FBW7 activator -0.1, GPR151 ag -0.6, TEAD-YAP block 1.5 and MITF primary 7.2.
`COc1ccc(CNC(=O)CCSc2nc3sc4c(c3c(=O)n2-c2ccccc2)CCC4)cc1` gave FBW7 activator 0.1, GPR151 ag 1.0, TEAD-YAP block 7.3 and MITF primary 14.2.
O=C(O)C(Cc1c[nH]c2ccccc12)N1C(=O)C2C3c4ccccc4C(c4ccccc43)C2C1=O (stereo not drawn) was read as FBW7 activator 0.0, GPR151 ag 0.3, TEAD-YAP block 2.9 and MITF primary -6.2.
`O=C(CCCCCN1C(=O)c2ccccc2C1=O)Nc1ccc(Cl)cc1` gave FBW7 activator 0.0, GPR151 ag 2.9, TEAD-YAP block 7.0 and MITF primary -1.5.
Screening O=C(Nc1nc(-c2ccc(Br)s2)cs1)c1cc(Cl)ccc1[N+](=O)[O-] returned FBW7 activator 0.2, GPR151 ag -0.2, TEAD-YAP block -2.2 and MITF primary 15.9.
`NC(=O)C1CCN(S(=O)(=O)c2cccc(S(=O)(=O)N3CCOCC3)c2)CC1` gave FBW7 activator 0.3, GPR151 ag -0.9, TEAD-YAP block -13.5 and MITF primary 17.6.
For COc1c(I)cc(Br)cc1/C=N/NC(=O)CC#N the results were FBW7 activator -0.1, GPR151 ag -0.6, TEAD-YAP block 1.2 and MITF primary 2.9.
CCCC12CN3CC(C)(CN(C1)C3c1ccc(C)cc1)C2=O (stereo not drawn) was read as FBW7 activator -0.2, GPR151 ag -1.1, TEAD-YAP block 1.4 and MITF primary 12.1.
For CCOc1ccc(N2C(=O)CC(NCCc3ccccn3)C2=O)cc1 (stereo not drawn) the results were FBW7 activator -0.9, GPR151 ag 0.4, TEAD-YAP block 0.4 and MITF primary 19.6.
For C/C=C/COC(=O)c1[nH]c2c(c1C)C(=O)CC(c1cccs1)C2 (stereo not drawn) the results were FBW7 activator -0.1, GPR151 ag 2.1, TEAD-YAP block 42.5* and MITF primary 0.2.
C=CCn1c(=S)[nH]c2sc(-c3ccccc3)cc2c1=O was read as FBW7 activator -0.1, GPR151 ag 2.4, TEAD-YAP block -58.7 and MITF primary 4.5.

Filtered by structure, those above with a furan ring, fused or not.
`O=C(c1ccc(CS(=O)(=O)Cc2ccccc2F)o1)N1CCOCC1` gave FBW7 activator -0.1, GPR151 ag -0.1, TEAD-YAP block -2.4 and MITF primary -6.4.
O=c1/c(=C/c2ccco2)sc2nncn12 was read as FBW7 activator -0.1, GPR151 ag -0.1, TEAD-YAP block 3.2 and MITF primary 10.9.
